UHRF1 binding: UHRF1 methylated DNA binding inhibitors, primary screen, counter-screen for MBD2 inhibitor project, biochemical, TR-FRET, human UHRF1, single concentration. E3 ubiquitin-protein ligase UHRF1 (Homo sapiens), Q96T88. UHRF1 binding to methylated oligo. inhibition, % at 4.4 µM. hit rate 0.75% among 370,000; in the data active = inhibition above about 21%;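 also: UHRF1 SRA domain binding a hemimethylated CpG hairpin DNA probe; 0% = median of test compound wells and 100% = reference inhibitor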
proKLK7 act: proKLK7 zymogen activators, primary screen, biochemical, fluorescence intensity; purified proKLK7, EDANS-DABCYL substrate fluorescence; 100% is mature enzyme control, 0% vehicle; activation, % at 7 µM; hit rate 0.9% among 370,000;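 active = activation above the mean of all tested compounds plus 3 SD, computed per campaign excluding outliers beyond control limits, cut at about 13% in these data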
Target sequence (P49862 whole entry, looked up): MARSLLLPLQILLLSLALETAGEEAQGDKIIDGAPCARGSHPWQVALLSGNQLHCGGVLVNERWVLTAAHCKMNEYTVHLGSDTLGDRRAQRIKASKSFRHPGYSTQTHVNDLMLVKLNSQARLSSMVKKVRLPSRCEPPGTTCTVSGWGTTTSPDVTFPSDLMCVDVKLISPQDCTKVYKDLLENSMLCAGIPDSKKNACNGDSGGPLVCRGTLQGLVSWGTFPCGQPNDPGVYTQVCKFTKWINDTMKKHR
Tn7 DDE FP: inhibitors of Tn7 peptide binding to fibrin DD(E), primary screen, biochemical, fluorescence polarization, human fibrin, Tn7 probe; hit rate 0.13% among 370,000; FP displacement of FITC-Tn7 peptide from fibrin DD(E); 0% = median of compound wells per plate; Fibrinogen beta chain (Homo sapiens), P02675; inhibition, % at 8.3 µM;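 active = inhibition above the mean of compounds falling within the control limits plus 3 SD of them, cut at about 14% in these data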;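 also: 0% = plate median of compound wells and 100% = 10 µM Aha-Tn7 peptide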
Target sequence (P02675 whole entry, looked up): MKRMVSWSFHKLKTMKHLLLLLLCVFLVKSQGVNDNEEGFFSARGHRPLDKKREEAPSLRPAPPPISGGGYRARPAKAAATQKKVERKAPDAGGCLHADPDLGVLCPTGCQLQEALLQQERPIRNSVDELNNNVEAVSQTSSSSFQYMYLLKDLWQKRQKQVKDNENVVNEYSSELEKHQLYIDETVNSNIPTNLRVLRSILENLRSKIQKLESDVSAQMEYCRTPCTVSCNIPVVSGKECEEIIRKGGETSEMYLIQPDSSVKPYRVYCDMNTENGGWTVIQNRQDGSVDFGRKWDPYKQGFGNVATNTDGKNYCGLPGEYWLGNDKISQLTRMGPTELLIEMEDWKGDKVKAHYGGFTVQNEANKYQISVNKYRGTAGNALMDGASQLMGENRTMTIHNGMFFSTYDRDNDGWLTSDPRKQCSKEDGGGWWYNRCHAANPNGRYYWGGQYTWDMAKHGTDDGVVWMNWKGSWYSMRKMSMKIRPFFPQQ
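Assay system: Human fibrin DD(E) protein | Medium: Tris buffer with calcium and detergent, pH 7.8 | Reagent: 0.1 µM fluorescent Tn7 | Compound dosing: Single point at 8.3 µM | Times: 10 min preincubation, 3 h with tracer, room temperature | Detection: Fluorescence polarization of the labelled Tn7 tracer | Controls: Aha-Tn7 high control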
PLC-beta3 inh: human PLC-beta3 inhibitors, primary screen, biochemical, fluorescence; AID 720704, 2013; Purified PLC-beta3, fluorogenic substrate; inhibition, % at 12.2 µM; hit rate 0.18% among 370,000; in the data active = inhibition above about 11%;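 also: 0% = median of compound wells on plate and 100% = full blocker control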
ARFGAP1 inhibitor: inhibitors of rat ARFGAP1 GAP activity, primary screen, biochemical, fluorescence polarization, GDP tracer; inhibition, % at 16.5 µM; Arfgap1-stimulated ARF1 GTP hydrolysis, GDP FP detection; ADP-ribosylation factor GTPase-activating protein 1 (Rattus norvegicus), Q62848; AID 651572, 2012; hit rate 0.26% among 360,000;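 active = inhibition above a per-plate limit, mean inhibition of low control wells plus 3 SD, cut at about 25% in these data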;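 also: 0% = DMSO wells with enzyme and 100% = wells lacking Arfgap1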
Target sequence (Q62848 1-136 limits assumed): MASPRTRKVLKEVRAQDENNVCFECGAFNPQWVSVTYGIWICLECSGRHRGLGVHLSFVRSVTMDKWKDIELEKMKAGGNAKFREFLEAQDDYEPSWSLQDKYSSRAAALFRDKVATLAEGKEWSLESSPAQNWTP
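System: truncated rat Arfgap1 GAP domain / Medium: HEPES-based buffer, pH 7.5 / Also added: N-terminally truncated human ARF1-GTP substrate / Incubation: enzyme reaction 120 min at 25 °C after 20 min preincubation / Measured by: FP of antibody-bound GDP Alexa 633 tracer, ex 620/em 688 nm / Replicates: singlicate, each compound tested once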
ASAP1 GAP inh: inhibitors of human ASAP1 ArfGAP activity, primary screen, biochemical, fluorescence polarization; Arf-GAP with SH3 domain, ANK repeat and PH domain-containing protein 1 (Homo sapiens), …; inhibition, % at 16.5 µM; ASAP1-stimulated ARF1 GTP hydrolysis, GDP FP detection; hit rate 0.19% among 360,000; in the data active = inhibition above about 25%;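 also: 0% = vehicle with enzyme and substrate and 100% = no enzyme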
Tn6 DDE FP: inhibitors of Tn6 peptide binding to fibrin DD(E), primary screen, biochemical, fluorescence polarization, human fibrin, Tn6 probe | Fibrinogen beta chain (Homo sapiens), P02675 | Fibrin DD(E) TRITC-Tn6 fluorescence polarization displacement | inhibition, % at 8.3 µM | hit rate 0.21% among 370,000;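 active = inhibition above a per-campaign cutoff: mean of compounds within control limits plus 3 SD, cut at about 15% in these data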;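 also: 0% = median of all compound wells on the plate and 100% = blocking peptide control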
PLCg1 inh: PLC-gamma1 enzyme inhibitors, primary screen, biochemical, fluorescence, purified enzyme | hit rate 0.84% among 370,000 | AID 720700, 2013 | fluorogenic substrate | inhibition, % at 12.2 µM; in the data active = inhibition above about 9.5%
ADAM17 inh: ADAM17 inhibitors, primary screen, biochemical, QFRET. recombinant ADAM17, EDANS/DABCYL FRET peptide cleavage. hit rate 0.83% among 370,000. AID 720648, 2013. inhibition, % at 6.95 µM. Disintegrin and metalloproteinase domain-containing protein 17 (Homo sapiens), P78536;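 active = inhibition above the mean of compounds lying between control limits plus 3 SD, set per campaign, cut at about 8.5% in these data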;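 also: 0% = DMSO-only wells as the low control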
MBD2 inh: inhibitors of MBD2 binding to methylated DNA, primary screen, biochemical, TR-FRET, DNA-binding domain, human | MBD2 binding to methylated oligonucleotide | inhibition, % at 4.4 µM | hit rate 0.31% among 370,000 | AID 686964, 2013; in the data active = inhibition above about 13%
Active calls of the source: *.

Screening O=C(N/N=C/c1ccc(Cl)cc1Cl)c1n[nH]c2c1CCCC2 returned UHRF1 binding 4, proKLK7 act -0.8, Tn7 DDE FP 8, PLC-beta3 inh 0, ARFGAP1 inhibitor 5, ASAP1 GAP inh 2, Tn6 DDE FP 2, PLCg1 inh 0, ADAM17 inh 2 and MBD2 inh -1.
For Cc1cc([N+](=O)[O-])ccc1NC(=O)c1ccco1 the results were UHRF1 binding -3, proKLK7 act 0.0, Tn7 DDE FP 0, PLC-beta3 inh 5, ARFGAP1 inhibitor -13, ASAP1 GAP inh -5, Tn6 DDE FP -3, PLCg1 inh 6, ADAM17 inh 1 and MBD2 inh -7.
CC(=O)Nc1ccc(SCC(=O)Nc2cc(C)on2)cc1 was read as UHRF1 binding 9, proKLK7 act -0.3, Tn7 DDE FP 7, PLC-beta3 inh -4, ARFGAP1 inhibitor -2, ASAP1 GAP inh 7, Tn6 DDE FP 1, PLCg1 inh -2, ADAM17 inh -7 and MBD2 inh -5.
Screening O=C(COC(=O)c1ccc(Cl)s1)c1cc2ccccc2o1 returned UHRF1 binding 3, proKLK7 act -0.7, Tn7 DDE FP 1, PLC-beta3 inh -7, ARFGAP1 inhibitor -7, ASAP1 GAP inh -8, Tn6 DDE FP -4, PLCg1 inh -11, ADAM17 inh 0 and MBD2 inh 5.
CCOC(=O)c1c(C)[nH]c(C)c1S(=O)(=O)NCC(=O)Nc1ccccn1 was read as UHRF1 binding 3, proKLK7 act -0.1, Tn7 DDE FP -6, PLC-beta3 inh -2, ARFGAP1 inhibitor 0, ASAP1 GAP inh 3, Tn6 DDE FP -3, PLCg1 inh 3, ADAM17 inh 4 and MBD2 inh 0.
For Cc1cc(C)n2nc(SCCC(=O)NCc3ccccc3)nc2n1 the results were UHRF1 binding 36*, proKLK7 act -0.9, Tn7 DDE FP 5, PLC-beta3 inh -7, ARFGAP1 inhibitor 4, ASAP1 GAP inh -1, Tn6 DDE FP 2, PLCg1 inh 1, ADAM17 inh -5 and MBD2 inh 3.
Screening O=C1OC(Nc2ccc(F)cc2F)c2ccccc21 (stereo not given) returned UHRF1 binding -3, proKLK7 act 0.4, Tn7 DDE FP -1, PLC-beta3 inh 2, ARFGAP1 inhibitor -2, ASAP1 GAP inh -8, Tn6 DDE FP 5, PLCg1 inh 1, ADAM17 inh -4 and MBD2 inh -4.
Screening O=C1c2cccnc2-c2ncccc21 returned UHRF1 binding -1, proKLK7 act -0.6, Tn7 DDE FP -2, PLC-beta3 inh 1, ARFGAP1 inhibitor -3, ASAP1 GAP inh -7, Tn6 DDE FP -3, PLCg1 inh 2, ADAM17 inh 1 and MBD2 inh 2.
Screening COC(=O)CNC(=O)CSc1nc2c(sc(=S)n2-c2ccccc2)c(=O)[nH]1 returned UHRF1 binding 1, proKLK7 act -0.5, Tn7 DDE FP 10, PLC-beta3 inh -1, ARFGAP1 inhibitor 0, ASAP1 GAP inh -14, Tn6 DDE FP -2, PLCg1 inh 8, ADAM17 inh 1 and MBD2 inh -7.
Screening CC1CC(C)CN(CCCNC(=O)Cc2c(C(=O)O)[nH]c3ccccc23)C1 (stereo not given) returned UHRF1 binding 2, proKLK7 act -0.6, Tn7 DDE FP -1, PLC-beta3 inh 0, ARFGAP1 inhibitor 13, ASAP1 GAP inh 9, Tn6 DDE FP 5, PLCg1 inh -3, ADAM17 inh 3 and MBD2 inh -2.
Screening CCOC(=O)C1=CN(Cc2ccco2)S(=O)(=O)N(C)C1CC (stereo not given) returned UHRF1 binding 22*, proKLK7 act 0.7, Tn7 DDE FP -1, PLC-beta3 inh -6, ARFGAP1 inhibitor -5, ASAP1 GAP inh -21, Tn6 DDE FP 1, PLCg1 inh 1, ADAM17 inh -4 and MBD2 inh 2.
Screening CCOC(=O)CSC1=N/C(=C\c2cc(OC)c(OC)c(OC)c2)C(=O)N1C returned UHRF1 binding 5, proKLK7 act -0.3, Tn7 DDE FP 0, PLC-beta3 inh -8, ARFGAP1 inhibitor 11, ASAP1 GAP inh 5, Tn6 DDE FP 5, PLCg1 inh -4, ADAM17 inh -5 and MBD2 inh -4.
Screening COc1cc(C(=O)N2CCN(C(=O)c3ccccc3)CC2)cc(OC)c1OC returned UHRF1 binding 1, proKLK7 act -0.2, Tn7 DDE FP -6, PLC-beta3 inh 3, ARFGAP1 inhibitor -5, ASAP1 GAP inh 8, Tn6 DDE FP 0, PLCg1 inh 3, ADAM17 inh -1 and MBD2 inh -1.
Screening COCC1CCN(C(=O)CCc2nnc(C3(c4ccc(Cl)cc4)CCC3)o2)CC1 returned UHRF1 binding 3, proKLK7 act 0.2, Tn7 DDE FP 1, PLC-beta3 inh 2, ARFGAP1 inhibitor 3, ASAP1 GAP inh 3, Tn6 DDE FP 5, PLCg1 inh 12*, ADAM17 inh 3 and MBD2 inh -4.
CCOC(=O)c1cnc(-c2ccccc2O)nc1Cl was read as UHRF1 binding -2, proKLK7 act 0.5, Tn7 DDE FP -2, PLC-beta3 inh -23, ARFGAP1 inhibitor 3, ASAP1 GAP inh 5, Tn6 DDE FP -1, PLCg1 inh -26, ADAM17 inh 2 and MBD2 inh -4.

The list goes on; the last 3 above are carried over.
Screening COc1cc(C(=O)N2CCN(C(=O)c3ccccc3)CC2)cc(OC)c1OC returned UHRF1 binding 1, proKLK7 act -0.2, Tn7 DDE FP -6, PLC-beta3 inh 3, ARFGAP1 inhibitor -5, ASAP1 GAP inh 8, Tn6 DDE FP 0, PLCg1 inh 3, ADAM17 inh -1 and MBD2 inh -1.
Screening COCC1CCN(C(=O)CCc2nnc(C3(c4ccc(Cl)cc4)CCC3)o2)CC1 returned UHRF1 binding 3, proKLK7 act 0.2, Tn7 DDE FP 1, PLC-beta3 inh 2, ARFGAP1 inhibitor 3, ASAP1 GAP inh 3, Tn6 DDE FP 5, PLCg1 inh 12*, ADAM17 inh 3 and MBD2 inh -4.
CCOC(=O)c1cnc(-c2ccccc2O)nc1Cl was read as UHRF1 binding -2, proKLK7 act 0.5, Tn7 DDE FP -2, PLC-beta3 inh -23, ARFGAP1 inhibitor 3, ASAP1 GAP inh 5, Tn6 DDE FP -1, PLCg1 inh -26, ADAM17 inh 2 and MBD2 inh -4.
For C[C@@H]1CN(c2ccc(N3CCNC[C@@H]3C)cc2C#N)C[C@H](C)O1 the results were UHRF1 binding -1, proKLK7 act 0.2, Tn7 DDE FP 1, PLC-beta3 inh -28, ARFGAP1 inhibitor -9, ASAP1 GAP inh 6, Tn6 DDE FP -2, PLCg1 inh -22, ADAM17 inh -6 and MBD2 inh 5.
Screening O=C(NCc1ccco1)C1Cc2ccccc2CN1C(=O)c1ccco1 (stereo not given) returned UHRF1 binding 1, proKLK7 act 0.2, Tn7 DDE FP 7, PLC-beta3 inh 1, ARFGAP1 inhibitor -7, ASAP1 GAP inh 7, Tn6 DDE FP 0, PLCg1 inh -3, ADAM17 inh 0 and MBD2 inh -3.
Cc1ccc(S(=O)(=O)NCCC(=O)N2CC(C)OC(C)C2)cc1 (stereo not given) was read as UHRF1 binding 5, proKLK7 act 0.6, Tn7 DDE FP 2, PLC-beta3 inh -6, ARFGAP1 inhibitor 6, ASAP1 GAP inh 15, Tn6 DDE FP 0, PLCg1 inh 6, ADAM17 inh -1 and MBD2 inh -1.
Screening CCOC(=O)C1(C(=O)OCC)COC(=O)C1CN1Cc2cc3ccccc3nc2C1 (stereo not given) returned UHRF1 binding 1, proKLK7 act -1.1, Tn7 DDE FP 1, PLC-beta3 inh -56, ARFGAP1 inhibitor -14, ASAP1 GAP inh 8, Tn6 DDE FP 13, PLCg1 inh -45, ADAM17 inh -14 and MBD2 inh 3.
Screening Cc1ccc2nc(Br)c3c(c2c1)OC(CBr)C3 (stereo not given) returned UHRF1 binding -1, proKLK7 act -0.1, Tn7 DDE FP 0, PLC-beta3 inh -5, ARFGAP1 inhibitor 0, ASAP1 GAP inh 15, Tn6 DDE FP 1, PLCg1 inh -1, ADAM17 inh -1 and MBD2 inh -3.
Screening Cc1cc(-c2ccccc2C(=O)NC2CCCCC2)on1 returned UHRF1 binding 3, proKLK7 act 0.3, Tn7 DDE FP -4, PLC-beta3 inh -5, ARFGAP1 inhibitor 3, ASAP1 GAP inh -4, Tn6 DDE FP 8, PLCg1 inh 4, ADAM17 inh 0 and MBD2 inh -1.
For Cc1ccc(S(=O)(=O)Nc2cccnc2)cc1 the results were UHRF1 binding -3, proKLK7 act -0.1, Tn7 DDE FP 3, PLC-beta3 inh -2, ARFGAP1 inhibitor -9, ASAP1 GAP inh 0, Tn6 DDE FP 0, PLCg1 inh 1, ADAM17 inh -2 and MBD2 inh -1.
Screening O=C(CCCCCN1C(=O)[C@@H]2Cc3ccccc3CN2C1=O)Nc1ccccc1F returned UHRF1 binding -3, proKLK7 act 0.5, Tn7 DDE FP 3, PLC-beta3 inh -4, ARFGAP1 inhibitor 5, ASAP1 GAP inh -8, Tn6 DDE FP 1, PLCg1 inh -1, ADAM17 inh 1 and MBD2 inh 2.
COC(=O)C1=C(C)N(Cc2ccccc2C(F)(F)F)C(=NCc2ccc(OC)cc2)NC1c1cccc(F)c1 (stereo not given) was read as UHRF1 binding -1, proKLK7 act 0.7, Tn7 DDE FP 3, PLC-beta3 inh 1, ARFGAP1 inhibitor -1, ASAP1 GAP inh -11, Tn6 DDE FP 6, PLCg1 inh 0, ADAM17 inh -3 and MBD2 inh 0.
For O=[N+]([O-])c1ccc2[nH]c3nc4ccccc4nc3c2c1 the results were UHRF1 binding -2, proKLK7 act -0.2, Tn7 DDE FP 7, PLC-beta3 inh -2, ARFGAP1 inhibitor 26*, ASAP1 GAP inh 8, Tn6 DDE FP -4, PLCg1 inh 1, ADAM17 inh -3 and MBD2 inh -4.
For CCc1nc2ccccc2n1CC(=O)OCC(=O)N(CC(C)C)c1c(N)n(Cc2ccccc2)c(=O)[nH]c1=O the results were UHRF1 binding 0, proKLK7 act 0.2, Tn7 DDE FP -2, PLC-beta3 inh -6, ARFGAP1 inhibitor -5, ASAP1 GAP inh 13, Tn6 DDE FP 0, PLCg1 inh 0, ADAM17 inh -1 and MBD2 inh 2.
`OC(C#CCN1CCCCC1)c1ccccc1` (stereo not given) gave UHRF1 binding 12, proKLK7 act -0.3, Tn7 DDE FP -7, PLC-beta3 inh 3, ARFGAP1 inhibitor 1, ASAP1 GAP inh -16, Tn6 DDE FP 5, PLCg1 inh -2, ADAM17 inh 2 and MBD2 inh 4.
